From PubChem BioAssay
MCF10A rerep: DNA re-replication induction in MCF 10a cells. MCF 10A DNA re-replication, Hoechst nuclear intensity, 48 h. actives 2.9% (n = 350,000). Potency, µM (top dose mostly 46.1 µM), for the others: at the top dose activity, positive = re-replication, actives largely listed as activators; note: potency is the fitted concentration of half-maximal effect; % of control where 0% means no effect; nearly all actives have a fitted effect of over 50% in size
IL-1B inflam inh: blocks inflammasome-driven IL-1 beta release | activity change, % at 57.5 µM | AID 743279 | actives 4.7% (n = 360,000) | THP-1 LPS/ATP IL-1B secretion, AlphaLISA, 16 h; hits give low values; in the data active = activity change below about -50%; inconclusive = mostly about -30% to -49%; note: % is set by controls: 0 for no effect and ±100 for the full control effect
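Secreted IL-1B measured by AlphaLISA bead assay after 16 h compound exposure of THP-1 cells; compounds (final up to 57.5 uM) added 1 h before LPS (250 ng/mL) and ATP (1.25 mM) stimulation; lower signal means less secretion.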
HT1080NT lethal: kills 2HG-producing HT-1080-NT fibrosarcoma cells; HT-1080-NT fibrosarcoma viability, CellTiter-Glo ATP luminescence, 48 h; Potency, µM (titrated, usually from 46.1 µM), inactives show top-dose activity, negative = less viability, hits mostly cytotoxic; actives 1.6% (n = 360,000);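 note: NT is the 2HG producing partner of a matched IDH1 knockdown line; potency is the fitted concentration of half-maximal effect; 0% = DMSO-treated cells and -100% = media-only wells without cells; nearly all actives have a fitted effect of over 55% in size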
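Viability by CellTiter-Glo luminescence after 48 h compound exposure at 37C of HT-1080-NT cells (750/well, RPMI, 5% FBS). % activity scaled between DMSO wells and medium-only wells, then curve-fitted and categorized by curve class.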
HT1080 IDH1KD tx: HT-1080 IDH1 knockdown cell toxicity (counter line). HT-1080 IDH1 knockdown viability, ATP luminescence, 48 h. Potency, µM (series often up to 46.1 µM), without a hit: top-dose activity, negative = toxicity, usual class: cytotoxic. actives 2% (n = 360,000);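 note: potency is the fitted concentration of half-maximal effect; 0% = DMSO wells and -100% = cell-free medium wells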
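Cytotoxicity counter-line: IDH1KD HT-1080, 48 h, CellTiter-Glo. Curves classed by r2, magnitude and activity.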
KB-V1 cytotox: kills drug-selected multidrug resistant KB-V1 cells; KB-V1 MDR cells viability, CellTiter-Glo, 72 h; Potency, µM (doses to about 46.1 µM), for inactives: at the top dose activity change, negative = cytotoxicity, actives largely listed as cytotoxic; actives 3.4% (n = 400,000); AID 1347076; note: potency is the fitted concentration of half-maximal effect; % is set by controls: 0 for no effect and ±100 for the full control effect; nearly all actives have a fitted effect of over 60% in size
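KB-V1, DMEM (no phenol red) + 10% FBS; cpd pin-transferred, titration series; 72 h, 37 degrees C; CellTiter-Glo, luminescence. Data normalized, curve-fit.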
ATXN2 expr inh: reduces ATXN2 reporter expression in HEK-293 cells; HEK-293 ATXN2-luciferase reporter, luminescence, 24 h; Potency, µM (titrated, usually from 57 µM), for the others: at the top dose activity change, negative = inhibition, usual class: inhibitors; actives 0.72% (n = 360,000); AID 1745845; note: potency is the fitted concentration of half-maximal effect; % is set by controls: 0 for no effect and ±100 for the full control effect; nearly all actives have a fitted effect of over 55% in size
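qHTS (up to 57 uM final) was run with 24 h compound exposure of reporter cells at 37 °C. Each well was multiplexed: SteadyGlo luminescence measured ATXN2-luciferase expression after a fluorogenic Gly-Phe-AFC viability readout (25 uM final).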
KB-3-1 tox: KB-3-1 parental cell cytotoxicity; KB-3-1 viability, CellTiter-Glo ATP luminescence, 72 h; actives 1.4% (n = 400,000); Potency, µM (series often up to 46.1 µM), for the others: at the highest dose activity change, negative = cytotoxic, usual class: cytotoxic; note: potency is the fitted concentration of half-maximal effect; % is set by controls: 0 for no effect and ±100 for the full control effect; nearly all actives have a fitted effect of over 60% in size
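Cytotoxicity in the drug-sensitive parental line KB-3-1 was scored as loss of CellTiter-Glo luminescence following 72 h incubation with compound. Values come from curve fitting of normalized concentration-response data.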
SW480 rereplic: inducers of DNA re-replication in SW480 colon cancer cells; SW480 DNA re-replication, Hoechst DNA content imaging, 48 h; Potency, µM (titrated, usually from 46.1 µM), without a hit: at the highest dose re-replication activation, actives largely listed as activators; actives 1.8% (n = 340,000); AID 624297; note: potency is the fitted concentration of half-maximal effect; % of control where 0% means no effect; nearly all actives have a fitted effect of over 55% in size
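Quantitative HTS format with DMSO vehicle controls; 48 hr drug incubation at 37 C, then 40 min Hoechst staining and scanning imager measurement at 405 nm excitation.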
ATXN viability: viability counter-screen for ATXN expression inhibitors; S2 cells (HEK-293 line with an ATXN2-luciferase reporter) viability, CellTiter-Fluor protease fluorescence, 24 h; Potency, µM (series often up to 56.7 µM), actives largely listed as cytotoxic; actives 0.49% (n = 400,000); AID 651635; note: potency is the fitted concentration of half-maximal effect; nearly all actives have a fitted effect of over 40% in size
Active calls of the source: *; [ ] = remark or other dose. Unless noted, calls come from the whole dose curve; as a rule, active = well fitted curve in the direction sought with a large enough effect; inconclusive = small, poorly fitted or top-dose-only effect, or another doubt; inactive = no such curve, though single readings can be large; an effect the other way counts as inactive or inconclusive.

How did COc1ccc(OC)c(NC(=O)CSc2nnc(-c3ccncc3)s2)c1 do in these assays?
MCF10A rerep: 0%; IL-1B inflam inh: 9; HT1080NT lethal: -8%; HT1080 IDH1KD tx: 1%; ATXN2 expr inh: -6%; SW480 rereplic: -1%; ATXN viability: inactive

How did CCC(C)c1ccc(OCCN2CCCC2)cc1 (stereo not drawn) do in these assays?
MCF10A rerep: 8%; IL-1B inflam inh: -5; HT1080NT lethal: -13%; HT1080 IDH1KD tx: -5%; KB-V1 cytotox: 4%; ATXN2 expr inh: -1%; KB-3-1 tox: 8%; SW480 rereplic: -4%; ATXN viability: inactive

How did O=C1COc2ccc(C(=O)C[n+]3cccc(O)c3)cc2N1 do in these assays?
MCF10A rerep: -5%; IL-1B inflam inh: 4; HT1080NT lethal: 19%; HT1080 IDH1KD tx: 22%; KB-V1 cytotox: 15%; ATXN2 expr inh: 1%; KB-3-1 tox: 3%; SW480 rereplic: -4%; ATXN viability: inactive

Results for COc1ccccc1OCCSc1ncnc2nc[nH]c12 ?
MCF10A rerep: -5%; IL-1B inflam inh: 54; HT1080NT lethal: 0%; HT1080 IDH1KD tx: 3%; KB-V1 cytotox: -1%; ATXN2 expr inh: 5%; KB-3-1 tox: -4%; SW480 rereplic: -3%; ATXN viability: inactive

Results for CCC(c1c(C)n(C)n(-c2ccccc2)c1=O)c1c(C)n(C)n(-c2ccccc2)c1=O ?
MCF10A rerep: -2%; IL-1B inflam inh: -7; HT1080NT lethal: 1%; HT1080 IDH1KD tx: 0%; KB-V1 cytotox: 2%; ATXN2 expr inh: 0%; KB-3-1 tox: 15%; SW480 rereplic: -3%; ATXN viability: inactive

What do the screens show for `CN1CCN(S(=O)(=O)c2cccc(C(=O)Nc3cccc([N+](=O)[O-])c3)c2)CC1`?
MCF10A rerep: 4%; IL-1B inflam inh: -22; HT1080NT lethal: -21%; HT1080 IDH1KD tx: 0%; KB-V1 cytotox: -22%; ATXN2 expr inh: -18%; KB-3-1 tox: 0%; SW480 rereplic: -9%; ATXN viability: inactive

Results for Cc1ccc(Nc2nc(-c3cccnc3)nc3ccccc23)cc1 ?
MCF10A rerep: 15µM*; IL-1B inflam inh: -67*; HT1080NT lethal: inconclusive; HT1080 IDH1KD tx: inconclusive; KB-V1 cytotox: inconclusive; ATXN2 expr inh: inconclusive; KB-3-1 tox: inconclusive; SW480 rereplic: 9.2µM*; ATXN viability: inconclusive

What do the screens show for `Cc1ccc(S(=O)(=O)N(C)C)cc1NC(=O)COC(=O)/C=C/c1cccs1`?
MCF10A rerep: 0%; IL-1B inflam inh: -10; HT1080NT lethal: 3%; HT1080 IDH1KD tx: 0%; KB-V1 cytotox: 14%; ATXN2 expr inh: -5%; KB-3-1 tox: -5%; SW480 rereplic: -6%; ATXN viability: inactive

What do the screens show for `COc1ccccc1S(=O)(=O)NCc1ccc(C(=O)NC2CCC(O)CC2)cc1` (stereo not drawn)?
MCF10A rerep: inconclusive; IL-1B inflam inh: 0; HT1080NT lethal: -3%; HT1080 IDH1KD tx: 3%; KB-V1 cytotox: 0%; ATXN2 expr inh: 0%; KB-3-1 tox: 0%; SW480 rereplic: -3%; ATXN viability: inactive

What do the screens show for `CCOC(=O)C1=NNC(C(=O)c2ccc(C)cc2)C1c1ccc(OC)cc1` (stereo not drawn)?
MCF10A rerep: 1%; IL-1B inflam inh: -15; HT1080NT lethal: -12%; HT1080 IDH1KD tx: -6%; KB-V1 cytotox: inconclusive; ATXN2 expr inh: 48%[activator]; KB-3-1 tox: -10%; SW480 rereplic: 0%; ATXN viability: inactive

Next section, starting with the last 2 of the part before.
What do the screens show for `COc1ccccc1S(=O)(=O)NCc1ccc(C(=O)NC2CCC(O)CC2)cc1` (stereo not drawn)?
MCF10A rerep: inconclusive; IL-1B inflam inh: 0; HT1080NT lethal: -3%; HT1080 IDH1KD tx: 3%; KB-V1 cytotox: 0%; ATXN2 expr inh: 0%; KB-3-1 tox: 0%; SW480 rereplic: -3%; ATXN viability: inactive

What do the screens show for `CCOC(=O)C1=NNC(C(=O)c2ccc(C)cc2)C1c1ccc(OC)cc1` (stereo not drawn)?
MCF10A rerep: 1%; IL-1B inflam inh: -15; HT1080NT lethal: -12%; HT1080 IDH1KD tx: -6%; KB-V1 cytotox: inconclusive; ATXN2 expr inh: 48%[activator]; KB-3-1 tox: -10%; SW480 rereplic: 0%; ATXN viability: inactive

How did CCN(CC(=O)NCc1ccc(F)cc1)CC(=O)NC1CCCC1 do in these assays?
MCF10A rerep: -14%; IL-1B inflam inh: 0; HT1080NT lethal: -5%; HT1080 IDH1KD tx: -7%; KB-V1 cytotox: -3%; ATXN2 expr inh: 3%; KB-3-1 tox: -5%; SW480 rereplic: inconclusive; ATXN viability: inactive

Results for COc1ccc(/C=N/N2C(=O)CSC2=S)cc1Br ?
MCF10A rerep: -6%; IL-1B inflam inh: 22; HT1080NT lethal: 6%; HT1080 IDH1KD tx: 8%; KB-V1 cytotox: inconclusive; ATXN2 expr inh: 2%; KB-3-1 tox: 1%; SW480 rereplic: -4%; ATXN viability: inactive

What do the screens show for `CC(=O)Nc1ccc(NC(=O)c2ccc3c(c2)NC(=O)c2ccccc2S3)cc1`?
KB-V1 cytotox: inconclusive; ATXN2 expr inh: -3%; KB-3-1 tox: -3%; ATXN viability: inactive

How did COc1ccc(OC)c(-c2noc(N3CCN(c4cccc(C)c4C)CC3)n2)c1 do in these assays?
KB-V1 cytotox: inconclusive; ATXN2 expr inh: 10%; KB-3-1 tox: inconclusive; ATXN viability: inactive

Results for O=C(O)c1cc2nc(-c3ccc(F)cc3)cc(C(F)(F)F)n2n1 ?
MCF10A rerep: 4%; IL-1B inflam inh: 18; HT1080NT lethal: 1%; HT1080 IDH1KD tx: 2%; KB-V1 cytotox: 3%; ATXN2 expr inh: 4%; KB-3-1 tox: 16%; SW480 rereplic: -3%; ATXN viability: inactive

Results for Cc1[nH][nH]c(=O)c1C(c1ccc(-c2ccc(C(=O)O)cc2)o1)c1c(C)[nH][nH]c1=O ?
MCF10A rerep: -8%; IL-1B inflam inh: 0; HT1080NT lethal: 1%; HT1080 IDH1KD tx: -6%; KB-V1 cytotox: 5%; ATXN2 expr inh: -33%; KB-3-1 tox: -4%; SW480 rereplic: 2%; ATXN viability: inconclusive

How did CCOc1cc(S(=O)(=O)N2CCCC2)c(C)cc1C do in these assays?
MCF10A rerep: -7%; IL-1B inflam inh: 17; HT1080NT lethal: 0%; HT1080 IDH1KD tx: -8%; KB-V1 cytotox: 17%; ATXN2 expr inh: 0%; KB-3-1 tox: 0%; SW480 rereplic: -1%; ATXN viability: inactive

Results for CC(=O)OCC(=O)C1CCC2C3CCC4=CC(=O)C=CC4(C)C3CCC12C (stereo not drawn) ?
MCF10A rerep: 2%; IL-1B inflam inh: -8; HT1080NT lethal: 14%; HT1080 IDH1KD tx: 20%; KB-V1 cytotox: 16µM*; ATXN2 expr inh: -17%; KB-3-1 tox: -17%; SW480 rereplic: -1%; ATXN viability: inactive

How did COc1cc(C(O)CO)ccc1O (stereo not drawn) do in these assays?
MCF10A rerep: inconclusive; IL-1B inflam inh: 6; HT1080NT lethal: 30%; HT1080 IDH1KD tx: 12%; KB-V1 cytotox: -1%; ATXN2 expr inh: 2%; KB-3-1 tox: 0%; SW480 rereplic: 2%; ATXN viability: inactive

How did COc1ccc(NC2CCCN(C(=O)c3ccc(C(C)=O)s3)C2)cc1 (stereo not drawn) do in these assays?
MCF10A rerep: -1%; IL-1B inflam inh: 38; HT1080NT lethal: -2%; HT1080 IDH1KD tx: -2%; KB-V1 cytotox: 8%; ATXN2 expr inh: -15%; KB-3-1 tox: -10%; SW480 rereplic: inconclusive; ATXN viability: inactive

Results for Cc1cccc(NC(=S)N(Cc2cccs2)Cc2cc3cc(C)ccc3[nH]c2=O)c1 ?
MCF10A rerep: -1%; IL-1B inflam inh: 11; HT1080NT lethal: 12%; HT1080 IDH1KD tx: 6%; KB-V1 cytotox: -9%; ATXN2 expr inh: -7%; KB-3-1 tox: -10%; SW480 rereplic: -2%; ATXN viability: inconclusive

Results for CCOc1ccc(N2CC(c3nc4ccccc4n3CCCOc3ccc(OC)cc3)CC2=O)cc1 (stereo not drawn) ?
KB-V1 cytotox: 0%; ATXN2 expr inh: 7%; KB-3-1 tox: -15%; ATXN viability: inactive

How did COc1ccc(Cl)cc1NC(=O)c1ccc(CN2C(=O)CCn3nc(C)cc32)cc1 do in these assays?
KB-V1 cytotox: 18%; ATXN2 expr inh: inconclusive; KB-3-1 tox: 11%; ATXN viability: inconclusive

What do the screens show for `O=C(CN1CCN(c2ccccc2O)CC1)NC(=O)NCc1ccco1`?
MCF10A rerep: -3%; IL-1B inflam inh: -4; HT1080NT lethal: 8%; HT1080 IDH1KD tx: 12%; KB-V1 cytotox: inconclusive; ATXN2 expr inh: 4%; KB-3-1 tox: 3%; SW480 rereplic: 2%; ATXN viability: inactive

What do the screens show for `CC1=C(C(=O)N(C)C)CC(CC(=O)NCc2cccs2)C(=O)N1Cc1ccc(F)cc1` (stereo not drawn)?
IL-1B inflam inh: inconclusive; HT1080NT lethal: 12%; HT1080 IDH1KD tx: 15%; KB-V1 cytotox: 3%; ATXN2 expr inh: -8%; KB-3-1 tox: 0%; ATXN viability: inactive

Results for C=CCSc1nc2sc(C)c(C)c2c(=O)n1N ?
MCF10A rerep: 1%; IL-1B inflam inh: 22; HT1080NT lethal: 0%; HT1080 IDH1KD tx: -2%; KB-V1 cytotox: 0%; ATXN2 expr inh: -15%; KB-3-1 tox: -7%; SW480 rereplic: -2%; ATXN viability: inactive

How did Nc1nccc(-c2cccs2)n1 do in these assays?
MCF10A rerep: 11%; IL-1B inflam inh: 20; HT1080NT lethal: 13%; HT1080 IDH1KD tx: 12%; KB-V1 cytotox: -1%; ATXN2 expr inh: -16%; KB-3-1 tox: 1%; SW480 rereplic: 2%; ATXN viability: inactive

How did C=CCSc1nc2c(cnn2-c2ccc(C)c(C)c2)c(=O)[nH]1 do in these assays?
MCF10A rerep: 1%; IL-1B inflam inh: 24; HT1080NT lethal: 18%; HT1080 IDH1KD tx: 9%; KB-V1 cytotox: 10%; ATXN2 expr inh: 8%; KB-3-1 tox: 18%; SW480 rereplic: -7%; ATXN viability: inactive
